GLP-1R agonist = qHTS of GLP-1 Receptor Agonists; 0.007% of 380,000 active; HEK293 GLP-1R CRE-luciferase, luminescence, 4-6 h; cells express a hypersensitive GLP-1R form; AID 624172, 2012; Potency, µM (titrated, usually from 45.6 µM), inactives show at the highest dose activation, hits mostly activators; note: potency is the fitted concentration of half-maximal effect; % of control where 0% means no effect
Target sequence (P43220 whole entry, looked up): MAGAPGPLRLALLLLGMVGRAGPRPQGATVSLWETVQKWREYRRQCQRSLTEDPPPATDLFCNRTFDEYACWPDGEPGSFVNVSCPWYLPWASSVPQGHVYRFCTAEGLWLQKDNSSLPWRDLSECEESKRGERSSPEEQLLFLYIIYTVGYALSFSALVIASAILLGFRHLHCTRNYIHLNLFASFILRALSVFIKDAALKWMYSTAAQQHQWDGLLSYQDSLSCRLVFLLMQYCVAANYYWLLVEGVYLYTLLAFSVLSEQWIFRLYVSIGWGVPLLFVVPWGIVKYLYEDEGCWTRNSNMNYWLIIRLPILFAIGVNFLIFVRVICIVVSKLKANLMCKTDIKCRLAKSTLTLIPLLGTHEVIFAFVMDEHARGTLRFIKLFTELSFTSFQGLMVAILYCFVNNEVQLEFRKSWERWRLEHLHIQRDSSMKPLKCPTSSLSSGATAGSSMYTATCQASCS
IL2 activator = qHTS of IL-2 Activators; IL-2 activation reporter assay, cell-based qHTS; stimulated with anti-CD3/CD4/CD28 beads; in transgenic mouse T cells; 0.065% of 360,000 active; activation, % (series mostly up to about 46 µM); in the data active = activation above about 50%; inconclusive = mostly about 30% to 49%; note: 0% is about no effect
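Readout is EGFP and DsRed signal by fluorescent plate cytometry after 18 h at 37 degrees C. Transgenic mouse T cells (750/well) received compound for 60 min before bead stimulation (anti-CD3, anti-CD4, anti-CD28); memory T cells served as non-tolerant control.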
HEK293 tox = qHTS of GLP-1 Receptor Inverse Agonists: Cytotox Screen; HEK293 cAMP-luciferase reporter cells, luminescence, 24 h; AID 624418, 2012; Potency, µM (series often up to 38.3 µM), without a hit: at the highest dose activity change, negative = inhibition, most hits filed as inhibitors; 0.13% of 410,000 active;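 note: loss of luciferase light is scored as toxicity; potency is the fitted concentration of half-maximal effect; % is set by controls: 0 for no effect and ±100 for the full control effect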
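Seeding density was 200 cells/uL; after overnight-length (12 h) culture, 23 nL compounds went on for 24 h at 37 °C. Readout used a luciferase detection reagent, luminescence taken after 12 min at room temperature.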
PI5P4K alpha inh = qHTS for Inhibitors of phosphatidylinositol 5-phosphate 4-kinase (PI5P4K); Phosphatidylinositol 5-phosphate 4-kinase type-2 alpha (Homo sapiens), P48426; PI5P4Kalpha enzyme, ADP-Glo luminescence, 60 min; hits give low values; max response, %; 1.2% of 330,000 active; active = max response of -50% or lower; inconclusive = between -30% and -50%; inactive = -30% or higher; note: value at the top dose of about 77 µM; % is set by controls: 0 for no effect and ±100 for the full control effect
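Quantitative HTS of the MLSMR library against PI5P4Kalpha with substrate. ATP added last at 5 microM final; room temperature, 60 minutes. Remaining ATP depleted, ADP converted and read as luminescence.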
WRN helicase inh = qHTS for Inhibitors of WRN Helicase | Potency, µM (titrated, usually from 114 µM), without a hit: top-dose activity change, negative = inhibition, hits mostly inhibitors | AID 651768, 2012 | 0.46% of 360,000 active | Bifunctional 3'-5' exonuclease/ATP-dependent helicase WRN (Homo sapiens), Q14191 | WRN helicase unwinding, fluorescent forked duplex, kinetic; note: potency is the fitted concentration of half-maximal effect; % is set by controls: 0 for no effect and ±100 for the full control effect; nearly all actives have a fitted effect of over 55% in size
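WRN at 20 nM final preincubated with compound 15 min at room temperature; reaction started with 100 nM fluorophore/quencher forked duplex oligonucleotide and 2 mM ATP final. Unwinding followed kinetically by red fluorescence (ex 525, em 598 nm).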
PLK1 PBD inh = qHTS for Inhibitors of PLK1-PDB (polo-like kinase 1 - polo-box domain): Primary Screen. Serine/threonine-protein kinase PLK1 (Homo sapiens), P53350. 2.8% of 360,000 active. Plk1 PBD binding of FITC phosphopeptide, fluorescence polarization. Potency, µM, for inactives: max response, negative = inhibition, usual class: inhibitors; note: potency is the fitted concentration of half-maximal effect; series mostly up to about 57 µM; % is set by controls: 0 for no effect and ±100 for the full control effect; nearly all actives have a fitted effect of over 65% in size
GLP1R inv ag = qHTS of GLP-1 Receptor Inverse Agonists (Inhibition Mode). AID 624417, 2012. 1.6% of 410,000 active. HEK293 GLP-1R CRE-luciferase, luminescence, 24 h; GLP-1R form is constitutively active. Glucagon-like peptide 1 receptor (Homo sapiens), P43220. Potency, µM (titrated, usually from 38.3 µM), inactives show at the top dose activity change, negative = inhibition, hits mostly inhibitors; note: potency is the fitted concentration of half-maximal effect; % is set by controls: 0 for no effect and ±100 for the full control effect; nearly all actives have a fitted effect of over 55% in size
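Assay principle: reduced luminescence from a cAMP-responsive reporter in HEK293 cells co-expressing a constitutively active GLP-1R. Conditions: 24 hr compound incubation, 37 deg C, 5% CO2.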
DRD3 antagonist = qHTS of D3 Dopamine Receptor Antagonist: qHTS | D(3) dopamine receptor (Homo sapiens), P35462 | D3R cells, DiscoveRx beta-arrestin luminescence, antagonist mode; hits give low values | AID 652054, 2013 | max response, negative = inhibition, % | 2.5% of 360,000 active; in the data active = max response below about -50%; inconclusive = no clear call, values can overlap the other calls; note: % is set by controls: 0 for no effect and ±100 for the full control effect; mostly tested at two doses, the higher about 12 µM
Target sequence (P35462 whole entry, looked up): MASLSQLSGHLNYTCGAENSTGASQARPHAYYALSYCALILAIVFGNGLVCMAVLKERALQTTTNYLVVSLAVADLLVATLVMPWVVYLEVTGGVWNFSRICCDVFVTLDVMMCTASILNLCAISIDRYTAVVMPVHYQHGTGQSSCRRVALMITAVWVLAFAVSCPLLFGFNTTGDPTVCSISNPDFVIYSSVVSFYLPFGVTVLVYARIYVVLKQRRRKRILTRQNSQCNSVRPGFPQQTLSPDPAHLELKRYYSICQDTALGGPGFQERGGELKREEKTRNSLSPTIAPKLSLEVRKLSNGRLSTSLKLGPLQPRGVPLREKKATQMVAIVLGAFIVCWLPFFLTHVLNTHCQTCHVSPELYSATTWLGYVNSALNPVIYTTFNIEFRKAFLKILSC
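Cells plated overnight at 1500 cells/well, then exposed to library compounds with dopamine controls for 90 minutes at 37 degrees C. DiscoveRx reagent added for 30–60 minutes at room temperature; luminescence read, quantitative HTS format.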
D3 ag = qHTS of D3 Dopamine Receptor Agonist: qHTS; AID 652048, 2013; D3R DiscoveRx beta-arrestin cells, luminescence, 90 min; max activation, %; 0.58% of 410,000 active; D(3) dopamine receptor (Homo sapiens), P35462; in the data active = max activation above about 30%; note: 0% is about no effect; mostly tested at two doses, the higher about 12 µM
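Agonist mode: compounds and dopamine controls were applied to plated cells for 90 min at 37 degrees C after an overnight attachment at 1500 cells/well. Luminescent read-out followed 30 - 60 minutes at room temperature with DiscoveRx detection reagent.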
Starred values were filed as active, the others as inactive; ? = inconclusive; nt = no result given; [ ] = remark or other dose. Unless noted, calls come from the whole dose curve; as a rule, active = well fitted curve in the direction sought with a large enough effect; inconclusive = small, poorly fitted or top-dose-only effect, or another doubt; inactive = no such curve, though single readings can be large; an effect the other way counts as inactive or inconclusive.

no.	Molecule	GLP-1R agonist	IL2 activator	HEK293 tox	PI5P4K alpha inh	WRN helicase inh	PLK1 PBD inh	GLP1R inv ag	DRD3 antagonist	D3 ag
1	COC(=O)c1ccc(COc2ccc(NC(C)=O)cc2)o1	0%	0.9	-6%	0	3%	-9%	3%	9	-24
2	COc1ccc(N(CC(=O)Nc2ccccc2SC)S(C)(=O)=O)cc1OC	2%	-0.4	-3%	0	8%	-6%	0%	3	-1
3	Cc1ccc(/C(O)=C2/C(=O)C(=O)N(c3ccccn3)C2c2ccc(F)cc2)cc1 (centres undefined)	4%	1.3	0%	0	4%	1%	16%	10	0
4	O=S(=O)(c1ccccc1)N1CCN(Cc2ccc(Cl)cc2)CC1	15%	-0.2	0%	3	1%	6%	?	-7	-3
5	O=C1c2ccccc2C(=O)N1CCc1nc2ccccc2c(=O)n1Cc1ccco1	-5%	-2.2	-4%	-3	-11%	-1%	10%	25	11
6	C=CCOc1ccc(-c2nc3c(c(=O)[nH]c(=O)n3CCCC)n2C)cc1Br	22%	0.0	-3%	0	17%	-6%	50%[activator]	-13	9
7	CC/C(=C\C(=O)c1ccncc1)Nc1ccc(Br)cc1	10%	0.8	-10%	-4	7%	-2%	?	59	2
8	COc1cc(-c2ccc3c(=O)c4ccccc4sc3c2)cc(OC)c1OC	3%	-0.4	9%	1	3%	-19%	10%	101	60*
9	COc1ccc(S(=O)(=O)NC2CCCCC2)cc1F	8%	-2.0	-14%	4	0%	-4%	-4%	1	0
10	COC(=O)C1CCN(S(=O)(=O)Cc2ccccc2)CC1	6%	0.1	-11%	-18	-3%	?	22%	-18	-10
11	COc1ccc(N/C=C2\CCc3ccccc3C2=O)cc1	-2%	-0.1	4%	?	-12%	-3%	?	11	2
12	Cc1cc(OC(C)C(=O)Nc2sc3c(c2C(N)=O)CCCC3)ccc1Cl (centres undefined)	0%	nt	-1%	nt	nt	nt	13%	nt	1
13	CSCCC(NC(=O)c1ccc(Br)cc1)C(=O)O (centres undefined)	0%	1.8	6%	-11	8%	-29%	-2%	-13	-3
14	CC1CCCCC1NC(=O)CSc1nnc(-c2ccco2)n1C (centres undefined)	0%	0.1	0%	5	1%	-7%	8%	-13	1
15	CN(CCc1cn[nH]c1)Cc1nc(Cc2ccccc2F)no1	2%	0.7	-1%	-3	4%	0%	22%	8	8
16	CC(NC(=O)c1ccnc(C(C)(C)C)c1)c1ccccc1 (centres undefined)	6%	-1.4	1%	nt	-5%	-1%	-8%	15	23
17	CCOc1cccc2sc(NC(=O)CCS(=O)(=O)c3ccccc3)nc12	-13%	0.1	?	3	-26%	-20%	-1%	1	-9
18	NC(=O)c1cc2ccccc2o/c1=N/NC(=O)c1cccc(F)c1	6%	-0.1	-14%	-4	-8%	-5%	74%[activator]	9	5
19	CCc1nc2ccc(C(=O)Nc3cc(-c4ccccc4)ccc3OC)cn2c1N(CC)Cc1cccc(Br)c1	-1%	-0.4	2%	21	-6%	-7%	?	36	5
20	O=C1SCCN1N=Cc1ccc([N+](=O)[O-])o1	1%	1.4	-34%	2	1%	-15%	18%	-17	-10
21	C[C@H](CO)N1C[C@H](C)[C@@H](CN(C)S(=O)(=O)c2ccccc2)OCc2cnnn2CCCC1=O	-3%	2.1	4%	-1	8%	-3%	5%	12	-1
22	Cc1ccc(NS(=O)(=O)N2CCOCC2)c(C)c1	4%	-0.8	2%	-7	9%	5%	9%	-8	-4
23	Cc1ccc(S(=O)(=O)N2CCC(C(=O)Nc3ccc(C(C)C)cc3)CC2)cc1	-3%	-0.6	-1%	10	-9%	-5%	?	-22	-2
24	Cn1ncc([N+](=O)[O-])c1C(=O)NCc1ccccc1	3%	-0.2	2%	0	2%	-11%	4%	-22	0
25	C=CCOC(=O)COc1ccc2c(C)c(C)c(=O)oc2c1C	27%	-4.1	-1%	nt	8%	-1%	9%	3	2
26	Cc1ccc(C)c(S(=O)(=O)N2CCCC2CNC(=O)C(=O)NCCN2CCOCC2)c1 (centres undefined)	0%	-0.7	8%	-3	-11%	-1%	13%	11	2
27	COc1ccc(N(CC(=O)NCCC2=CCCCC2)S(=O)(=O)c2ccc(C)cc2)cc1OC	3%	0.2	10%	8	4%	-8%	4%	-15	-11
28	COc1ccc(-c2c(C#N)c(N)nc3c2CCCC3)cc1OC	4%	3.0	2%	nt	2%	-5%	0%	-15	-5
29	CCOc1cc(/C=C2\SC(=N)N(c3nonc3N)C2=O)ccc1OCCN1CCOCC1	-7%	1.8	-11%	-15	5%	-6%	61%[activator]	-8	0
30	CCC(=O)c1ccc(O)c(OC)c1	5%	-0.1	-9%	0	-6%	-2%	-2%	4	-7

Two entries from above, reformatted.
12. Cc1cc(OC(C)C(=O)Nc2sc3c(c2C(N)=O)CCCC3)ccc1Cl (centres undefined)
13. CSCCC(NC(=O)c1ccc(Br)cc1)C(=O)O (centres undefined)

entry no.,12,13
GLP-1R agonist,0%,0%
IL2 activator,nt,1.8
HEK293 tox,-1%,6%
PI5P4K alpha inh,nt,-11
WRN helicase inh,nt,8%
PLK1 PBD inh,nt,-29%
GLP1R inv ag,13%,-2%
DRD3 antagonist,nt,-13
D3 ag,1,-3

Continuation.
no.	Molecule	GLP-1R agonist	IL2 activator	HEK293 tox	PI5P4K alpha inh	WRN helicase inh	PLK1 PBD inh	GLP1R inv ag	DRD3 antagonist	D3 ag
31	O=C(NNS(=O)(=O)c1ccc(Br)cc1)c1cccs1	2%	-0.7	16%	-8	0%	?	-10%	-10	8
32	CCOC(=O)Cc1csc(NC(=O)c2cc(C)on2)n1	-4%	-3.9	-5%	8	1%	-5%	8%	7	14
33	O=C(CC1Nc2ccccc2NC1=O)Nc1ccccc1 (centres undefined)	-12%	-0.5	12%	?	-33%	-19%	-27%	0	7
34	CO[C@H]1CN(C)C(=O)c2cc(NC(=O)C3CCCC3)ccc2OC[C@@H](C)NC[C@H]1C	nt	1.0	-1%	-2	0%	-11%	10%	4	4
35	CCN(CC(=O)NCc1ccc(Cl)cc1)C(=O)CSCC(=O)Nc1ccc(C)cc1	-7%	-0.2	-1%	0	-14%	-9%	-28%	-19	-8
36	Cc1nc(-n2cc(F)c(=O)[nH]c2=O)c2nc(C)oc2n1	1%	1.2	2%	0	8%	-1%	2%	15	7
37	COCCNC(=O)/C(C#N)=C\c1ccc(CNS(=O)(=O)c2ccccc2)o1	4%	-3.4	-2%	-10	4%	-20%	-17%	-6	-11
38	CCn1c(=O)cc(OCC(=O)NCc2cccnc2)c2ccccc21	-5%	-4.5	-5%	3	4%	-7%	20%	-9	-2
39	Cc1n[nH]c(=S)n1-c1ccccc1	4%	1.2	-13%	3	13%	-19%	5%	-6	9
40	Cc1cc(-c2nn(C)c(=O)c3ccccc23)cc(C)c1O	-1%	0.2	-18%	5	7%	1%	22%	7	6
41	CCSc1nc2c([nH]c3ccccc32)c(=O)n1C	-1%	-0.4	1%	2	-1%	1%	18%	10	1
42	CCN(CC)S(=O)(=O)c1csc(C(=O)Nc2ccccn2)c1	5%	-3.9	3%	nt	0%	-7%	51%[activator]	-4	-2
43	CCOC(=O)c1ccc(NC(=O)CNC(=O)C2CCCCC2)cc1	5%	-1.9	4%	nt	-18%	-11%	4%	?	-17
44	COc1ccc(N(CC(=O)NCc2ccccc2)C(=O)CCC(=O)Nc2cc(C)ccn2)c(OC)c1	18%	0.2	-6%	2	13%	-14%	-9%	-16	2
45	COc1ccc2[nH]c(=O)c(COC(=O)c3cccs3)cc2c1	-2%	-0.1	-3%	-8	-27%	-7%	0%	-12	-13
46	Cc1ccc(F)c(C2C3C=CCC(c4cccc(-c5ccc(N(C)C)cc5)c4)C3C(=O)N2Cc2ccccc2)c1 (centres undefined)	-4%	-0.6	14%	2	4%	-4%	?	-6	-1
47	COc1ccc(CC(O)COS(N)(=O)=O)cc1 (centres undefined)	5%	1.9	5%	-1	6%	-9%	8%	-27	0
48	COC(=O)Cc1c(C)c2ccc(OCC(=O)N3CCCC(C)C3)c(C)c2oc1=O (centres undefined)	0%	-4.4	-8%	2	10%	-5%	7%	8	3
49	COc1ccc(-c2nsc3c(N4CCN(S(=O)(=O)c5ccccc5F)CC4)ncnc23)cc1	3%	-2.2	10%	nt	-3%	-9%	23%	7	-1
50	CN(CC(=O)Nc1ccccc1Br)C(=O)CNC(=O)c1ccco1	-6%	-0.7	9%	7	16%	-11%	5%	13	4
51	COc1ccc(CC(=O)Nc2ccc(-c3noc(-c4ccccc4OC)n3)cc2)cc1	-5%	1.0	-28%	-4	-27%	2%	0%	5	12
52	Cc1cc(N2CCCC2)ccc1NC(=O)COc1cccc(C(F)(F)F)c1	3%	-4.7	-18%	-2	-4%	0%	?	21	17
53	CCOc1ccc(N(CC(=O)NCc2ccc(F)cc2)C(=O)c2snc(C(N)=O)c2N)cc1	9%	0.8	-4%	-5	5%	-1%	9%	1	3

Screening data deposited in PubChem BioAssay by National Center for Advancing Translational Sciences (NCATS).
